Salmonella PhoP GFP – Inhibition of PhoP regulon, Salmonella typhi GFP reporter cells, confirmation, 4 h (AID 1850); Salmonella Typhi PhoP-promoter GFP reporter, fluorescence, 4 h; higher % means a stronger effect; inhibition, % at 50 µM, or IC50 in µM where a hit was titrated; 310,000 tested, 0.33% active; in the data active = a potency from the dose series; inconclusive = inhibition mostly from about 25% at the one dose, without a potency; inactive = the rest, 99 in 100 with inhibition below about 19%;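 also: 0% = induced wells with vehicle and 100% = uninduced wells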
H1N1 NS1A inhibition – NS1A inhibition, H1N1 influenza, cell based functional assay (AID 504329); inhibition, % at 12.5 µM; hits with a dose series show IC50 in µM; NS1A functional cell-based assay, percent inhibition; higher % means a stronger effect; 340,000 tested, 0.3% active; in the data active = a potency from the dose series; inconclusive = inhibition above about 27% without an active follow-up result; also: strong numbers were not always called active
H37Rv inhibition – M. tuberculosis growth inhibition, HTS (AID 449762) | M. tuberculosis H37Rv growth inhibition, 7H9 media; higher % means a stronger effect | inhibition, % at 25 µM; hits with a dose series show IC50 in µM | 330,000 tested, 0.59% active; in the data active = a potency from the dose series; inconclusive = inhibition above about 70% without an active follow-up result;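 also: bacterial growth assessed after seven days of incubation; strong numbers were not always called active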
tuberculosis growth – growth inhibition of non-replicating M. tuberculosis (AID 488890) | Mycobacterium tuberculosis non-replicating, growth inhibition; higher % means a stronger effect | inhibition, % at 25 µM, or IC50 in µM where a hit was titrated | 320,000 tested, 0.39% active; in the data active = a potency from the dose series; inconclusive = inhibition mostly from about 82% at the one dose, without a potency; inactive = the rest, 99 in 100 with inhibition below about 76%;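 also: plate controls were DMSO cells for no effect and high antibiotic wells for full effect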
VEEV TC-83 Vero – inhibitors of VEEV TC-83 cytopathic effect, confirmation, Vero cells (AID 588727). Vero cells, VEEV TC-83 cytopathic effect inhibition; higher % means a stronger effect. inhibition, % at 20 µM, or IC50 in µM where a hit was titrated. 350,000 tested, 0.13% active; in the data active = a potency from the dose series; inconclusive = inhibition mostly from about 14% at the one dose, without a potency; inactive = the rest, 99 in 100 with inhibition below about 12%; also: strong numbers were not always called active
VEEV TC-83 Vero 10K pilot screen – further read-out of VEEV TC-83 Vero, marked with its call; inhibition, %; measured here: 10K pilot screen inhibition
Active calls of the source: *; i = inactive; ? = inconclusive; · = not tested or not shown. The order is random, and some 1.5% of all compounds hit somewhere here.

SMILES	Salmonella PhoP GFP	H1N1 NS1A inhibition	H37Rv inhibition	tuberculosis growth	VEEV TC-83 Vero	others
Nc1ncc(-n2cncn2)c(-c2ccccc2)n1	8%	10%	-6%	-11%	0.4%
O=C(O)CCN1C(=O)/C(=C\c2cccc(OCC(=O)Nc3ccc(Cl)cc3)c2)SC1=S	-4%	15%	-11%	29%	3.7%
CC(O)CN(CC(C)O)c1ccc2c(c1)Cc1cc([N+](=O)[O-])ccc1-2 (configuration not stated)	·	4%	·	·	0.4%
COC(=O)C1CCN(S(=O)(=O)CCNC(=O)c2cccc(OC)c2)CC1	3%	10%	-9%	-3%	i
CCOc1ccc(NC(=O)CSc2nnc(Cn3cnc([N+](=O)[O-])n3)n2CC)cc1	-10%	-3%	8%	-1%	i
O=C(O)/C=C\c1ccccc1Oc1cccc(Cl)c1	-5%	-4%	-4%	45%	i
COc1ccc(NC(=O)CN2C(=O)NC(C)(C3CC3)C2=O)cc1S(=O)(=O)N1CCCCC1 (configuration not stated)	·	4%	-12%	20%	1.2%
CCOc1ccccc1C1CC(c2cccc(NS(C)(=O)=O)c2)=NN1C(=O)c1ccccc1 (configuration not stated)	-12%	1%	-6%	20%	0.8%
C=CCS/C(N)=N\N=C\c1cc(Br)cc([N+](=O)[O-])c1O	5%	-5%	0%	?	i
CCN1CCN(c2ccc(S(=O)(=O)N3CCOCC3)cc2NC(=O)c2ccc(C)cc2C)CC1	·	-16%	-6%	-6%	1.2%
COc1ccccc1N1CCN(C(=O)c2ccc3nc[nH]c3c2)CC1	-8%	-7%	-9%	-21%	2.5%
Cc1cc(=O)c(C(=O)O)c(C)n1-c1ccccc1	·	1%	·	·	0.3%
COc1ccccc1C1=NOC(CN2C(=O)c3ccccc3S2(=O)=O)C1 (configuration not stated)	3%	11%	0%	-2%	0.8%
c1ccc2c(C3=NNC(=NC4CC4)SC3)c[nH]c2c1	6%	1%	-4%	-18%	1.1%
CS(=O)(=O)n1nc(-c2cccnc2)nc1NCc1ccccc1	-5%	4%	0%	5%	1.2%
[O-]/C(=C(\C(=S)NCCN1CCOCC1)[n+]1ccccc1)c1ccc(Cl)s1	-5%	-2%	-3%	1%	0.2%
CN1CCN(c2ccc(S(=O)(=O)N3CCCCC3)cc2NC(=O)COc2ccc(F)cc2)CC1	4%	-7%	45%	19%	4.6%
CC(C(=O)N1CCOCC1)N1C(=O)c2ccccc2C1=O (configuration not stated)	1%	11%	6%	-4%	0.8%
O=C1CC(C(=O)Nc2nccs2)C(c2ccccc2)O1 (configuration not stated)	10%	-22%	0%	-8%	i
CNC(=S)N(Cc1cc2cc(OC)c(OC)cc2[nH]c1=O)C1CCCC1	12%	-5%	0%	10%	0.3%
[O-][n+]1c2ccccc2c2n1CCN=C2c1ccc(Cl)cc1	-1%	-7%	1%	28%	1.5%
COc1cc(NC(=O)c2cc3ccccc3cc2OC)ccc1NC(=O)c1cccs1	0%	-3%	3%	-5%	11%
CC12CCCCC1=CC(=O)CC2 (configuration not stated)	·	2%	·	·	0.4%
CCc1cccc(-n2c(SCC(=O)c3c(N)n(C4CC4)c(=O)[nH]c3=O)nnc2N2CCOCC2)c1	·	0%	·	·	2.5%
COc1cccc2c1OC1(C)CC2NC(=O)N1c1cccc(C(=O)N2CCN(c3ccccc3)CC2)c1 (configuration not stated)	0%	4%	-11%	5%	0.3%	VEEV TC-83 Vero 10K pilot screen=0.4
Cc1ccccc1Nc1nc(N)nc(COC(=O)[C@@H](NC(=O)c2ccco2)C(C)C)n1	·	-1%	·	·	0.1%
Cc1nnc(SCCC(=O)Nc2nc(-c3ccccc3)ns2)s1	-29%	1%	6%	78%	i
O=C(CN1CCN(S(=O)(=O)c2ccc(Cl)s2)CC1)N1CCOCC1	5%	·	-4%	3%	2.2%
Cc1cc(O)c(C(C)C)cc1NC(=O)Nc1cccc2ccccc12	-4%	1%	3%	-1%	13%
N#CC1=C(S)N(c2ccccc2)C(c2ccc(-c3cc(Cl)ccc3Cl)o2)NC1=O (configuration not stated)	-3%	-3%	4%	2%	1.3%
COc1cc(SC)ccc1C(=O)Nc1ncc(C)s1	-2%	7%	17%	32%	9.8%
COCCCn1c(=O)c2sccc2n(Cc2ccccc2)c1=O	3%	21%	-5%	-9%	i
O=C(/C=C/c1ccccn1)c1cc(Br)ccc1O	1%	12%	12%	74%	0.7%
COc1ccccc1C1=NOC(Cn2c(=O)c3c(ncn3C)n(C)c2=O)C1 (configuration not stated)	5%	19%	-5%	4%	9.8%
Cc1ccc(C)c(NC(=O)c2ccccc2NS(=O)(=O)c2cc([N+](=O)[O-])ccc2C)c1	-3%	-9%	0%	79%	0.9%
CC1(C)C(=O)CCC2(C)C1=CCC1C2C(=O)CC2(C)C1CCC2(O)C(=O)CO (configuration not stated)	·	3%	·	·	i
COc1ccc(C)cc1NC(=S)Nc1ccccc1SC	-4%	3%	0%	70%	1.8%
COc1ccc(C2CC(=O)N3CN(c4ccc(C)c(Cl)c4)CSC3=C2C#N)cc1 (configuration not stated)	9%	-1%	-9%	34%	1.8%
CCC1CCCCN1S(=O)(=O)c1ccc(NC(=O)C2CC(=O)N(C(C)(C)C)C2)cc1 (configuration not stated)	·	-80%	·	·	0.2%
O=C(/C=C/c1ccco1)Nc1ccc2nc3n(c(=O)c2c1)CCCC3	-26%	-16%	3%	19%	10%
COc1ccc(C)cc1NC(=O)NC(C)c1ccncc1 (configuration not stated)	-9%	-12%	4%	14%	i
CCOC(=O)C(C)n1cnc2c(cnn2-c2ccc(Cl)cc2)c1=O (configuration not stated)	3%	4%	-1%	24%	3.5%
Cn1c(C(=O)N2CCN(C(=O)c3ccco3)CC2)cc2c(=O)n3ccccc3nc21	2%	1%	5%	-8%	1.0%
CCOC(=O)c1sc(NS(=O)(=O)c2ccccc2)nc1C	0%	-7%	2%	33%	0.7%
COc1ccc(C2/C=C\CN(S(=O)(=O)/C=C/c3ccccc3)CC(=O)N2Cc2ccc(F)cc2)cc1 (configuration not stated)	-4%	2%	3%	23%	i

15 neighbouring records out of the list so far, for reference:
SMILES	Salmonella PhoP GFP	H1N1 NS1A inhibition	H37Rv inhibition	tuberculosis growth	VEEV TC-83 Vero	others
Nc1ncc(-n2cncn2)c(-c2ccccc2)n1	8%	10%	-6%	-11%	0.4%
O=C(O)CCN1C(=O)/C(=C\c2cccc(OCC(=O)Nc3ccc(Cl)cc3)c2)SC1=S	-4%	15%	-11%	29%	3.7%
CC(O)CN(CC(C)O)c1ccc2c(c1)Cc1cc([N+](=O)[O-])ccc1-2 (configuration not stated)	·	4%	·	·	0.4%
COC(=O)C1CCN(S(=O)(=O)CCNC(=O)c2cccc(OC)c2)CC1	3%	10%	-9%	-3%	i
CCOc1ccc(NC(=O)CSc2nnc(Cn3cnc([N+](=O)[O-])n3)n2CC)cc1	-10%	-3%	8%	-1%	i
O=C(O)/C=C\c1ccccc1Oc1cccc(Cl)c1	-5%	-4%	-4%	45%	i
COc1ccc(NC(=O)CN2C(=O)NC(C)(C3CC3)C2=O)cc1S(=O)(=O)N1CCCCC1 (configuration not stated)	·	4%	-12%	20%	1.2%
CCOc1ccccc1C1CC(c2cccc(NS(C)(=O)=O)c2)=NN1C(=O)c1ccccc1 (configuration not stated)	-12%	1%	-6%	20%	0.8%
C=CCS/C(N)=N\N=C\c1cc(Br)cc([N+](=O)[O-])c1O	5%	-5%	0%	?	i
CCN1CCN(c2ccc(S(=O)(=O)N3CCOCC3)cc2NC(=O)c2ccc(C)cc2C)CC1	·	-16%	-6%	-6%	1.2%
COc1ccccc1N1CCN(C(=O)c2ccc3nc[nH]c3c2)CC1	-8%	-7%	-9%	-21%	2.5%
Cc1cc(=O)c(C(=O)O)c(C)n1-c1ccccc1	·	1%	·	·	0.3%
COc1ccccc1C1=NOC(CN2C(=O)c3ccccc3S2(=O)=O)C1 (configuration not stated)	3%	11%	0%	-2%	0.8%
c1ccc2c(C3=NNC(=NC4CC4)SC3)c[nH]c2c1	6%	1%	-4%	-18%	1.1%
CS(=O)(=O)n1nc(-c2cccnc2)nc1NCc1ccccc1	-5%	4%	0%	5%	1.2%

Continued:
SMILES	Salmonella PhoP GFP	H1N1 NS1A inhibition	H37Rv inhibition	tuberculosis growth	VEEV TC-83 Vero	others
O=C(Nc1ccc(Cl)cc1)c1nc[nH]c1C(=O)NCCCCNC(=O)c1[nH]cnc1C(=O)Nc1ccc(Cl)cc1	·	-7%	18%	16%	10%
Cc1c(C(=O)Nc2nc3ccccc3[nH]2)oc2ccc(Br)cc12	-16%	0%	64%	14%	6.4%	VEEV TC-83 Vero 10K pilot screen=7.0
CCOc1ccc(CCNC(=O)COC(=O)c2cc(OC)cc(OC)c2)cc1OCC	-2%	-4%	-6%	14%	0.9%
COc1ccc(N(C)S(=O)(=O)c2cccc(C(=O)NCC3CCCO3)c2)cc1 (configuration not stated)	4%	0%	-15%	8%	1.0%
Cc1nc(SCc2ccc(OCCC(C)C)cc2)n[nH]1	-5%	0%	18%	?	1.9%
Cc1ccc(NC(=O)CNc2ccccc2N2CCCC2=O)cc1S(=O)(=O)N1CCOCC1	·	-3%	·	·	4.5%
COC(=O)C(CCC(C(=O)OC)N1C(=O)c2ccccc2C1=O)N1C(=O)c2ccccc2C1=O (configuration not stated)	·	-18%	·	·	1.3%
CCOc1ccc(S(=O)(=O)N2CCCCC2)cc1NC(=O)CCNC(=O)c1ccco1	·	-6%	·	·	1.4%
COc1ccc2oc(C(=O)OCC(=O)N3CCN(S(=O)(=O)c4ccc(C)cc4)CC3)c(C)c2c1	-4%	-3%	-16%	7%	1.7%
Clc1ccc(-c2ccc(/C=N/Nc3cc(N4CCOCC4)nc(N4CCOCC4)n3)o2)cc1	2%	13%	?	?	10%
Cc1ccc(/C=C/C(=O)Nc2cc(=O)n(C)c(=O)n2C)o1	-9%	1%	-3%	-9%	2.4%
COc1ccc(-c2nn(CCC#N)cc2C(=O)Nc2ccc(C(C)=O)cc2)cc1	-3%	25%	-1%	-13%	i
COc1cc(C(=O)N/C(=C\c2cn(C)c3ccccc23)C(=O)NCCN2CCOCC2)cc(OC)c1OC	1%	8%	7%	4%	i
O=C(O)c1ccc(CSc2nnnn2C2CCCCC2)cc1	3%	4%	-4%	-8%	3.0%
Cc1cc(C)nc(SCC(=O)NC2=NC(=O)C(C)S2)n1 (configuration not stated)	2%	·	5%	0%	·
O=[N+]([O-])/C(C=Nc1ccccc1O)=C\Nc1ccccc1O	·	5%	·	·	0.2%
Cc1nn(C(=O)c2ccco2)c(C)c1Sc1ccc([N+](=O)[O-])cc1	13%	-6%	1%	-6%	2.8%
C=CCN1C(=O)c2ccc(C(=O)N(C)CC(=O)Nc3cccc(F)c3)cc2C1=O	0%	-8%	0%	-1%	1.2%
COc1cc(NC(=O)c2ccc(Br)o2)c(C(=O)O)cc1OC	3%	0%	5%	10%	i
Cc1ccc(NC(=S)NNC(=O)c2ccco2)cc1	-13%	0%	-3%	1%	3.7%
COc1cc(/C=C/C(=O)OCC(=O)NC(=O)NC2CCCCC2)ccc1OC(F)F	-10%	-4%	0%	22%	6.8%
O=C(CCCCCN1C(=O)[C@@H]2Cc3ccccc3CN2C1=O)NCCc1ccccc1	2%	5%	5%	-1%	1.8%
CCNC(=O)CN1C(=O)NC2(CCOc3ccccc32)C1=O (configuration not stated)	-5%	-5%	0%	-8%	1.4%
CCOc1ccc(C(=O)NNC(=O)C2CC(=O)N(c3ccc(C)cc3)C2)cc1 (configuration not stated)	-5%	-3%	5%	-1%	1.9%
O=C(Nc1nc2ccccc2[nH]1)Nc1ccccc1F	11%	4%	7%	40%	0.4%
COc1ccc(CNCCCC(=O)Nc2c(Cl)ccc(C)c2Cl)cc1OC	7%	-4%	-3%	3%	0.6%
Cc1cccc(C(=O)NCCCNC(=O)c2ccccn2)c1	10%	5%	4%	-3%	2.1%
O=C(Nc1cccnc1)c1ccccc1-c1nc(-c2ccccc2F)no1	2%	0%	-2%	-8%	0.9%	VEEV TC-83 Vero 10K pilot screen=6.1
CCN(C(=O)COC(=O)c1cc(S(=O)(=O)N2CCOCC2)ccc1F)C1CCS(=O)(=O)C1 (configuration not stated)	-3%	9%	-6%	0%	i
Cn1c(C2CCCN2C(=O)OC(C)(C)C)n[nH]c1=S (configuration not stated)	2%	13%	-1%	-10%	1.6%
O=C(/C=C/c1ccco1)N(Cc1cccc(Cl)c1)C1CCS(=O)(=O)C1 (configuration not stated)	2%	14%	5%	8%	i
